Mdm2 MdmX PPI: inhibitors of human Mdm2-MdmX association, primary screen, cell-based, luminescence, split luciferase, SaOS-2, uHTS. inhibition, % at 8 µM. Protein Mdm4 (Homo sapiens) + E3 ubiquitin-protein ligase Mdm2 (Homo sapiens), …. SaOS-2 split-luciferase Mdm2/MdmX complementation. 330,000 tested, 3% active;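 active = inhibition of at least 50% at 8 µM in the primary screen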
Target sequence (O15151 whole entry, looked up): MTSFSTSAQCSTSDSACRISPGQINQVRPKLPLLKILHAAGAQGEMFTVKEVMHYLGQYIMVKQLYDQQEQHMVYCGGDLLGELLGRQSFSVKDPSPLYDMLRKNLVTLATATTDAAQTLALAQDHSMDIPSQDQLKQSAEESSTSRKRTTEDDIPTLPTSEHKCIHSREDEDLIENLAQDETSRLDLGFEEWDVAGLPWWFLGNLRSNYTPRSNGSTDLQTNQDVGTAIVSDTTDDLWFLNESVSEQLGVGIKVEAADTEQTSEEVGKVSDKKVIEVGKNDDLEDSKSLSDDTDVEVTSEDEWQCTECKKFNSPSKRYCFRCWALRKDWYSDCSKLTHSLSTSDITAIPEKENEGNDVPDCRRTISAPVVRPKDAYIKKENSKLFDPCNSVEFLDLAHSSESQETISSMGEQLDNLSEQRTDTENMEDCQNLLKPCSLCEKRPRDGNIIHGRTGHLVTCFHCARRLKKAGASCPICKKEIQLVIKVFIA
Target sequence (Q00987 whole entry, looked up): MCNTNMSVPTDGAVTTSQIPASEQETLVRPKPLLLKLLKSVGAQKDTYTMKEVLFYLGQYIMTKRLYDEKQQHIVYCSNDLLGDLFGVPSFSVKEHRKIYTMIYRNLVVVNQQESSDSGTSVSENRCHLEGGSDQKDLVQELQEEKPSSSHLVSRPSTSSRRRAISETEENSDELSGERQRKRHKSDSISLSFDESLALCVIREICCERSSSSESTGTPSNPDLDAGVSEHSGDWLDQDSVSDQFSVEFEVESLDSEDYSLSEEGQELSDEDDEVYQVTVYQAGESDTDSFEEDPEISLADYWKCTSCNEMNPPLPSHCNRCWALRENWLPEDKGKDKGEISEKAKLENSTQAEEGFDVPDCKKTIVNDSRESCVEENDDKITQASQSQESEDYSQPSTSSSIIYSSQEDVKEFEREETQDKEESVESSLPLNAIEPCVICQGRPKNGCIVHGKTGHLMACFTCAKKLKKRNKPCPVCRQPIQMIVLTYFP
697 NFkB inh: inhibitors of PMA/ionomycin-induced NF-kB reporter, 697 cells, primary screen, B-cell NF-kB inhibitor project, cell-based, luminescence, uHTS; 697 B-cell NF-kB luciferase reporter, 16 h; inhibition, % at 4 µM; 330,000 tested, 0.33% active; in the data active = inhibition above about 35%
UPR CHOP act: activators of apoptotic CHOP UPR arm, primary screen, cell-based, CHO-CHOP luciferase reporter, luminescence, uHTS. UPR activation; percent of tunicamycin response over DMSO baseline. activation, % at 10 µM. 330,000 tested, 0.34% active;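 active = at 10 µM dose, activation of 40% or more, normalized to positive control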;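 note: 100% = tunicamycin at 10 µg/mL and 0% = DMSO alone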
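Assay system: CHO cells with stable CHOP pathway luciferase reporter; Buffer or medium: F12 plus 10% serum; Times: 16-18 h cell attachment, then 6 h compound exposure, 37 °C; Signal: luciferase luminescence; Read-out basis: percent activation relative to tunicamycin control; Control set: tunicamycin high control, DMSO low control.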
tim10-1 inh: growth inhibitors of tim10-1 mutant yeast, primary screen, luminescence, uHTS; S. cerevisiae tim10-1 ts strain growth, BacTiter-Glo, 24 h; inhibition, % at 20 µM; 330,000 tested, 2.2% active;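 active = inhibition of at least 40%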;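 note: mutant grown at 25 °C; 0% = DMSO wells with yeast and 100% = wells holding no yeast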
UPR XBP1 act: activators of adaptive XBP1 UPR arm, primary screen, cell-based, CHO-XBP1 luciferase reporter, luminescence, uHTS; IRE1-XBP1 UPR activation; percent of tunicamycin response, DMSO as zero; activation, % at 20 µM; 330,000 tested, 0.33% active; AID 463104, 2010;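 active = versus positive control, 20 µM dose yields 30% or more activation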;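 note: 100% = tunicamycin at 10 µg/mL and 0% = DMSO only wells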
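Material: CHO-XBP1 cells stably carrying IRE1-XBP1-driven luciferase reporter / Amount: 1000 cells per well / Compound: 20 µM, 1% DMSO / Times: 6 h treatment, 37 °C / Detection: luciferase luminescence / Measure: % activation of reporter signal versus tunicamycin and DMSO controls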
tim23-1 inh: growth inhibitors of tim23-1 mutant yeast, primary screen, luminescence, uHTS | 330,000 tested, 1.3% active | S. cerevisiae tim23-1 growth, BacTiter-Glo luminescence, 24 h | AID 463212, 2010 | inhibition, % at 20 µM;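 active = growth inhibition of the mutant yeast at or above 50%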;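 note: temperature-sensitive mutant grown at 25 °C; plate controls were DMSO-treated mutant yeast for no effect and medium wells lacking yeast for full effect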
Jurkat NFkB inh: inhibitors of induced NF-kB luciferase reporter, primary screen, TCR NF-kB activation inhibitor project, cell-based, luminescence, uHTS; Jurkat, PMA/ionomycin-induced NF-kB luciferase reporter; 330,000 tested, 0.53% active; inhibition, % at 4 µM; in the data active = inhibition above about 50%
TIM10 inh: growth inhibitors of isogenic TIM10 control yeast, primary screen, counter-screen for tim10-1 yeast inhibitor project, luminescence, uHTS | S. cerevisiae TIM10 strain growth, BacTiter-Glo luminescence, 24 h | 330,000 tested, 1.4% active | inhibition, % at 10 µM;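 active = inhibition of 40% or more at the single tested concentration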;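 note: wild-type TIM10 isogenic control strain grown at permissive 25 °C; 0% = DMSO yeast wells and 100% = minimal medium wells without yeast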
Active calls of the source: *. The order is random; any-hit rate near 6.6%.

SMILES | Mdm2 MdmX PPI | 697 NFkB inh | UPR CHOP act | tim10-1 inh | UPR XBP1 act | tim23-1 inh | Jurkat NFkB inh | TIM10 inh
O=C(c1ccccc1)c1ccc(OCCCN2CCCCC2)cc1 | -20.6 | -17.5 | -0.6 | 4.7 | 4.2 | 2.9 | -30.1 | -18.8
CN1CCN(c2ccccc2NC(=O)c2ccc(OCc3ccccc3)cc2)CC1 | 27.3 | -9.9 | -0.6 | 21.2 | 1.0 | 10.5 | 4.9 | 14.5
COc1ccccc1C(=O)NCCC(=O)NCC(c1ccco1)N1CCCC1 (centres undefined) | 4.4 | 0.9 | -3.0 | -9.7 | -0.5 | -9.1 | -3.6 | 2.6
CCS(=O)(=O)c1ccc2oc(Nc3cc(Cl)ccc3OC)nc2c1 | 16.4 | 16.7 | 2.5 | 6.0 | -1.0 | -0.5 | -20.1 | 2.9
Nc1cccc(S(=O)(=O)NC2=NCCC2)c1 | -14.1 | 2.1 | -1.5 | 6.0 | -1.7 | 10.5 | 1.7 | -7.1
O=c1ccc(-c2ccccc2)nn1Cc1ccc(F)cc1 | 14.0 | 1.3 | 2.3 | 7.1 | -2.8 | 38.6 | 4.4 | 5.8
COC(=O)c1ccc(CNC(=O)COC(=O)/C=C/c2cc(OC)c(OC)c(OC)c2)cc1 | 3.8 | -5.4 | -0.1 | -1.3 | 0.6 | 0.6 | -16.8 | -6.4
COc1ccccc1S(=O)(=O)Nc1cc(S(=O)(=O)N2CCCCC2)ccc1N1CCOCC1 | 23.3 | 9.4 | -0.1 | 14.4 | -1.6 | 13.5 | -4.7 | 4.4
Cc1ccc(O)c(NC(=S)NC(=O)/C=C/c2ccccc2)c1 | 25.9 | -57.1 | 0.6 | 4.8 | -3.2 | 11.9 | -29.9 | -12.4
COc1ccc(CNC(=O)c2ccc(CS(=O)(=O)c3ccc(Br)cc3)o2)cc1 | -4.0 | -30.8 | 0.4 | 23.5 | -0.5 | 13.3 | -21.1 | -5.0
COc1cc(NC(=O)Cc2ccccc2)cc(OC)c1 | 0.6 | 22.7 | -1.0 | 7.8 | -0.9 | 9.4 | 2.8 | 14.7
C/C=C\C(=O)Nc1cccc(C2=NOC3(C2)C[C@H](C(N)=O)N(C(=O)Cc2ccc([N+](=O)[O-])cc2)C3)c1 (some centres undefined) | 18.9 | 12.8 | -2.0 | 6.5 | 0.9 | -4.2 | 7.1 | 1.7
Cc1ccc(C(=O)Nc2nccc(C)n2)cc1 | 10.5 | 3.2 | 5.0 | -28.2 | 9.6 | 2.8 | -20.2 | -5.2
Cc1c(C(=O)N/N=C/c2c(O)ccc3ccccc23)nnn1-c1nonc1N | 67.2* | 19.9 | -1.4 | 3.3 | -0.8 | -18.6 | 54.8* | 14.9
COc1ccccc1C(=O)NCCC(=O)N(C)CC(=O)Nc1ccc(Cl)cc1 | -20.0 | 18.5 | 1.9 | -15.1 | -1.5 | -0.8 | 16.3 | 1.1
CCOC(=O)c1[nH]c2c(c1-c1ccccc1)C(=O)CC(c1ccc(OC)c(OC)c1)C2 (centres undefined) | 14.1 | 15.9 | -1.0 | 3.6 | -2.3 | -0.6 | 7.3 | 7.2
Cc1ccc(-c2cc(C(=O)O)n[nH]2)o1 | -2.1 | 19.0 | 1.2 | 0.7 | 0.8 | 9.2 | 3.3 | -5.2
CC(O)CNc1nc2ccccc2n1CC(=O)NCCc1ccc(Cl)cc1 (centres undefined) | 12.6 | 11.0 | -0.5 | 13.6 | -2.1 | 0.5 | -14.3 | 2.6
COc1ccc(C)c2sc(N(CCN(C)C)C(=O)/C=C/c3cccs3)nc12 | 64.9* | -2.0 | 4.6 | 30.5 | -2.5 | 39.2 | -16.1 | 26.9
CCN(C(=O)c1cccc(S(=O)(=O)N(C)C)c1)C12CC3CC(CC(C3)C1)C2 | 5.4 | -40.4 | -2.4 | 41.2* | -1.5 | 43.3 | 6.8 | 21.6
CCOC(=O)C1CCN(CCC(=O)Nc2cccc(C)c2)CC1 | -37.9 | 30.0 | -1.4 | 11.5 | -3.8 | -10.2 | 4.4 | -6.3
Cc1ccc(Cl)cc1N1CCN(S(=O)(=O)c2cnc[nH]2)CC1 | 2.6 | -28.8 | 2.7 | 7.2 | -2.4 | 20.5 | 10.1 | -4.3
CCOc1ccc(Oc2c(/C=N/NC(C)=O)c(C)nn2-c2ccccc2)cc1 | -11.1 | -45.7 | -1.1 | 27.8 | 1.2 | 23.1 | -4.2 | -3.9
C=C(C)C(=O)Nc1cccc(C2=NOC3(C2)C[C@H](C(N)=O)N(C(=O)CC#N)C3)c1 (some centres undefined) | -2.5 | 5.4 | 0.0 | -6.5 | -4.7 | -10.1 | 5.5 | -14.0
CSc1ccc(Cl)c(C(=O)Nc2ccc(OCC(N)=O)cc2)c1 | -3.0 | -7.9 | 1.6 | 20.4 | 1.1 | 12.5 | 9.7 | 11.3
CCOC(=O)c1c(C2CC2)csc1NC(C)=O | -0.5 | -8.8 | 2.9 | 21.4 | -0.7 | 18.4 | 4.8 | 0.3
CCCCc1noc2c1/C(=N\O)CC(c1ccccc1)C2 (centres undefined) | -9.0 | -67.2 | 4.8 | 5.8 | 2.0 | 3.1 | -17.3 | -10.4
COC(=O)CCC(=O)OC1(C)C(=O)C2=CN(CCCOC(C)C)C(c3ccc(OC)cc3)=CC2=C(Br)C1=O (centres undefined) | 10.5 | 9.9 | 0.8 | 2.9 | -0.7 | 10.9 | 20.1 | 11.5
Cc1cc(C)c2c(N)c(C(=O)NCC3CCCCC3)sc2n1 | -22.0 | -2.3 | 4.5 | 24.0 | -0.2 | 41.7 | -26.8 | 10.5
CC(=O)c1cccc(NS(=O)(=O)c2cc3c(cc2C)N(C(C)=O)CCO3)c1 | 7.4 | 4.5 | 2.2 | 21.3 | -1.6 | 8.2 | 20.4 | 8.6
COc1cc(/C=C(/C#N)C(=O)c2c(C)[nH]c3ccccc23)ccc1OCC#N | -9.2 | 14.9 | 1.9 | 29.5 | 0.8 | 17.5 | 3.3 | 25.2
CN(c1ccc(C(=O)N2CCCCCC2)cc1)S(=O)(=O)c1ccccc1 | 26.1 | -3.5 | 2.3 | 11.5 | -1.4 | 23.1 | 11.0 | 4.9
Brc1cc(Br)c2nc(-c3cccs3)ccc2c1 | -54.7 | -52.5 | 2.6 | 14.8 | 2.1 | 5.4 | -61.0 | 3.1
Clc1ccccc1CNc1ncnc2nc[nH]c12 | 35.0 | 8.7 | -0.1 | 10.5 | -0.8 | 18.1 | -3.1 | -16.2
C[C@H](CO)N1C[C@H](C)[C@@H](CN(C)S(=O)(=O)c2ccccc2)Oc2ccc(NC(=O)NC3CCCCC3)cc2C1=O | -9.5 | 11.8 | 0.7 | 1.6 | 0.0 | 3.4 | 6.9 | -3.4
O=C(c1ccccn1)N1CCCC(N2CCN(Cc3ccc4c(c3)OCO4)CC2)C1 (centres undefined) | 16.4 | 7.5 | 2.0 | -27.2 | -7.2 | -13.9 | -3.4 | -9.4

Structural class: the compounds so far with a thiophene ring, fused or not
SMILES | Mdm2 MdmX PPI | 697 NFkB inh | UPR CHOP act | tim10-1 inh | UPR XBP1 act | tim23-1 inh | Jurkat NFkB inh | TIM10 inh
COc1ccc(C)c2sc(N(CCN(C)C)C(=O)/C=C/c3cccs3)nc12 | 64.9* | -2.0 | 4.6 | 30.5 | -2.5 | 39.2 | -16.1 | 26.9
CCOC(=O)c1c(C2CC2)csc1NC(C)=O | -0.5 | -8.8 | 2.9 | 21.4 | -0.7 | 18.4 | 4.8 | 0.3
Cc1cc(C)c2c(N)c(C(=O)NCC3CCCCC3)sc2n1 | -22.0 | -2.3 | 4.5 | 24.0 | -0.2 | 41.7 | -26.8 | 10.5
Brc1cc(Br)c2nc(-c3cccs3)ccc2c1 | -54.7 | -52.5 | 2.6 | 14.8 | 2.1 | 5.4 | -61.0 | 3.1

Carrying on.
SMILES | Mdm2 MdmX PPI | 697 NFkB inh | UPR CHOP act | tim10-1 inh | UPR XBP1 act | tim23-1 inh | Jurkat NFkB inh | TIM10 inh
Cc1ccc(C)c(N2CCN(S(=O)(=O)c3ccc4[nH]c(=O)c(=O)[nH]c4c3)CC2)c1 | 22.3 | -9.8 | -0.8 | 0.0 | -2.4 | 9.8 | -12.9 | 23.4
O=c1[nH]c(CSc2ncnc3sccc23)nc2ccccc12 | 5.0 | 0.2 | 0.5 | -14.3 | 4.3 | 9.0 | -5.5 | -14.6
NC(=O)CCn1c(=O)oc2ccccc21 | 12.3 | -4.4 | 1.7 | -4.3 | -0.9 | -1.9 | -11.4 | 3.6
Cc1cc2sc3ccccc3c(=O)c2c(C)c1O | -39.5 | 9.5 | 6.0 | 36.0 | 3.6 | 47.0 | -11.1 | 22.7
O=C(COc1ccccc1)NNC(=O)c1cc2ccccc2oc1=O | -27.5 | 8.0 | 4.2 | 7.9 | 0.4 | 15.8 | 11.4 | -3.6
COc1ccc(CCNC(=O)CCS(=O)(=O)c2ccc3c(c2)oc(=O)n3C)cc1OC | 12.9 | 9.9 | 1.7 | -9.0 | -4.3 | 0.4 | 10.9 | -2.0
COC(=O)Cn1cnc2c(nnn2-c2cccc(OC)c2)c1=O | -11.0 | -15.8 | 0.9 | 25.3 | 11.3 | 0.4 | -8.8 | 8.0
CCCCNS(=O)(=O)c1ccc(OCC(=O)OC)cc1 | -17.0 | -62.3 | 4.2 | -21.3 | -0.8 | 22.3 | 25.0 | -0.4
CCOc1cc(C2C3=C(CCCC3=O)Nc3nc(C(=O)OC)nn32)ccc1OC (centres undefined) | 7.4 | -1.5 | -2.7 | 10.0 | -0.7 | 1.7 | 1.0 | 3.7
COc1ccc(NC(=O)CN(c2ccc(C)cc2)S(=O)(=O)c2c(C)nn(C)c2C)cc1OC | 11.5 | -1.8 | -0.5 | 15.1 | -0.9 | -1.5 | 7.4 | -5.2
C#CCOCCOCCOCCNc1nc(N2CCN(C(=O)C([C@@H](C)CC)n3cc(C(N)CO)nn3)CC2)nc(N2CCN(C(=O)C([C@@H](C)CC)n3cc(C(N)COC(=O)C(F)(F)F)nn3)CC2)n1 (some centres undefined) | 14.1 | -2.6 | -0.2 | 1.9 | -1.5 | 5.4 | 15.2 | 19.5
Cc1ccc(NS(=O)(=O)c2ccc(NC(=O)c3cccs3)cc2)cc1 | 12.6 | 9.9 | -2.0 | 8.7 | -4.4 | 7.0 | 1.9 | 6.1

Entries of single compounds as entered above. Screens in order: Mdm2 MdmX PPI | 697 NFkB inh | UPR CHOP act | tim10-1 inh | UPR XBP1 act | tim23-1 inh | Jurkat NFkB inh | TIM10 inh
Profile of `O=c1ccc(-c2ccccc2)nn1Cc1ccc(F)cc1` = 14.0 | 1.3 | 2.3 | 7.1 | -2.8 | 38.6 | 4.4 | 5.8
Profile of `COc1cc(/C=C(/C#N)C(=O)c2c(C)[nH]c3ccccc23)ccc1OCC#N` = -9.2 | 14.9 | 1.9 | 29.5 | 0.8 | 17.5 | 3.3 | 25.2

(further entries)
SMILES | Mdm2 MdmX PPI | 697 NFkB inh | UPR CHOP act | tim10-1 inh | UPR XBP1 act | tim23-1 inh | Jurkat NFkB inh | TIM10 inh
CCn1c(-c2cc(-c3ccccc3)sc2N)n[nH]c1=S | -5.9 | -20.0 | 0.9 | 24.8 | 0.5 | 41.3 | -6.5 | 45.2*
Cn1/c(=N/N=C/c2ccccn2)sc2ccccc21 | -150.7 | -107.8 | 6.0 | 32.1 | -0.8 | 18.8 | -87.6 | 13.3
C/C(=N\O)C(C)(C)Nc1ccc(F)cc1 | 6.1 | 2.4 | -0.8 | -18.3 | 0.5 | 3.3 | 7.2 | 9.5
CCOC(=O)c1c(S(=O)(=O)Nc2cccc(Cl)c2)c(C)n(C)c1C | -14.0 | -33.4 | 1.0 | -8.3 | -3.1 | -9.6 | 12.0 | 10.7
